From PubChem
TDP2 inh: TDP2 (human) inhibition, absorbance primary screen; O95551; recombinant TDP2, T5PNP hydrolysis, p-nitrophenol absorbance 415 nm; inhibition, % at 12.8 µM; actives 0.34% (n = 370,000); AID 720702;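 active = inhibition above the mean of all tested compounds plus 3 SD, set per campaign, cut at about 25% in these data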;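 also: 0% = DMSO with enzyme and 100% = buffer with substrate but no TDP2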
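Test system: Human TDP2 enzyme | Reagent: 5 mM T5PNP | Compound dosing: 12.8 µM single point, 1% DMSO | Incubation: Enzyme reaction with compound for 2 h at 37 °C | Technique: p-Nitrophenol epi absorbance | Read-out: % inhibition relative to enzyme-containing and enzyme-free wells | Benchmarks: High control without enzyme, low control DMSO plus TDP2 | Replicates: Singlicate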
SIAE primary: blocks human sialic acid acetylesterase; inhibition, % at 9.66 µM; actives 0.69% (n = 370,000); SIAE FP-Rh probe binding, fluorescence polarization;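 active = inhibition above a cutoff: mean of compounds within the control limits plus 3 SD of those, cut at about 17% in these data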;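 also: 0% = plate median of compound wells and 100% = probe without SIAE protein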
LEDGF integ inh: blocks HIV-1 LEDGF/p75-dependent DNA integration | TR-FRET IN-LEDGF/p75 DNA integration, Eu/Cy5 | inhibition, % at 3.7 µM | actives 0.64% (n = 370,000) | AID 743269;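 active = inhibition above the screen-wide mean plus 3 SD, cut at about 13% in these data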;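 also: signal is the Cy5 over europium emission ratio at 671 and 618 nm; 0% = plate median of compound wells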
PG9 binder: binds the HIV-1 gp120 antibody PG9 | TR-FRET gp120-PG9 antibody binding | inhibition, % at 6.7 µM | actives 0.43% (n = 360,000) | AID 624416; in the data active = inhibition above about 8.5%
ABHD4 inh: inhibits mouse alpha/beta hydrolase domain 4; Q8VD66; purified mABHD4, FP-Rh probe fluorescence polarization; inhibition, % at 8.92 µM; actives 0.54% (n = 370,000); AID 720543;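 active = inhibition exceeding the mean over every tested compound plus 3 SD, cut at about 30% in these data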;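 also: 0% = plate median of compound wells and 100% = S159A mutant with DMSO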
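System: mouse ABHD4 enzyme, wild type / Medium: HEPES pH 7.0, NaCl, Pluronic buffer / Reagent: FP-Rh activity-based fluorescent probe / Control set: S159A mutant high control, sample median low control / Detection: fluorescence polarization with parallel and perpendicular emission, 525/598 nm / Schedule: 45 min + 60 min at 25 °C / Compound dosing: 8.92 µM, single dose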
PRMT1 FP inh: PRMT1 (human) inhibition, primary screen; Q99873; recombinant PRMT1, activity-based probe fluorescence polarization; inhibition, % at 2.79 µM; actives 1.3% (n = 370,000);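 active = inhibition above about 21% made by adding two undisclosed values, limit read from the data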
Target sequence (Q99873 whole entry, looked up): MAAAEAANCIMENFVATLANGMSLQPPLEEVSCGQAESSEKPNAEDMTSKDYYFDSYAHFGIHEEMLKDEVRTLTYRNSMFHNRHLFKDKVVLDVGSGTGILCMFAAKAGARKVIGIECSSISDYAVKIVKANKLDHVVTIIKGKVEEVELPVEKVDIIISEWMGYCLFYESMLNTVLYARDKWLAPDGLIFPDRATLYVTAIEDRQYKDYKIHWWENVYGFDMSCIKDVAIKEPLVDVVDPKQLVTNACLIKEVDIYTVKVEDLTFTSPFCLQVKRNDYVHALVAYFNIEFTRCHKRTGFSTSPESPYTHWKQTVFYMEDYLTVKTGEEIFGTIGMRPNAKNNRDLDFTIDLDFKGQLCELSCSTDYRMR
TCR-CD3 inh: inhibitors of human TCR-CD3 interaction | TAMRA-labeled TCR probe fluorescence, biochemical | inhibition, % at 9.4 µM | actives 0.37% (n = 360,000) | AID 651800; in the data active = inhibition above about 19%;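 also: recombinant mutant TCR 2C K166C tagged with TAMRA read by polarization; 0% = receptor in buffer alone and 100% = receptor with positive control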
rCAG binder: r(CAG) repeat RNA binding. TO-PRO-1 dye displacement fluorescence. inhibition, % at 3 µM. actives 1.3% (n = 370,000);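 active = inhibition above the plate cutoff, the mean of all test compounds on that plate plus 3 SD, cut at about 35% in these data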;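 also: 0% = DMSO alone and 100% = 100 µM mitoxantrone as full dye displacement; higher means more dye released from RNA so lower well fluorescence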
HTRA1 inhibitor: inhibitors of human serine peptidase HTRA1 | recombinant HTRA1, FP-rhodamine activity-based probe, fluorescence polarization | inhibition, % at 5.96 µM | actives 0.5% (n = 340,000); in the data active = inhibition above about 36%;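 also: 0% = enzyme with DMSO and 100% = wells lacking enzyme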
Rev-erbA mod: Rev-erb alpha (human) modulation | P20393 | Rev-erbα–FITC-DNA binding, fluorescence polarization, 90 min | activity, % at 10 µM | actives 0.79% (n = 370,000);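 active = activity above about 14%, limit read from the data; passing the limit was not always enough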;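 also: 0% = DMSO wells with 35 nM protein and 100% = DMSO wells with 750 nM protein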
Target sequence (P20393 whole entry, looked up): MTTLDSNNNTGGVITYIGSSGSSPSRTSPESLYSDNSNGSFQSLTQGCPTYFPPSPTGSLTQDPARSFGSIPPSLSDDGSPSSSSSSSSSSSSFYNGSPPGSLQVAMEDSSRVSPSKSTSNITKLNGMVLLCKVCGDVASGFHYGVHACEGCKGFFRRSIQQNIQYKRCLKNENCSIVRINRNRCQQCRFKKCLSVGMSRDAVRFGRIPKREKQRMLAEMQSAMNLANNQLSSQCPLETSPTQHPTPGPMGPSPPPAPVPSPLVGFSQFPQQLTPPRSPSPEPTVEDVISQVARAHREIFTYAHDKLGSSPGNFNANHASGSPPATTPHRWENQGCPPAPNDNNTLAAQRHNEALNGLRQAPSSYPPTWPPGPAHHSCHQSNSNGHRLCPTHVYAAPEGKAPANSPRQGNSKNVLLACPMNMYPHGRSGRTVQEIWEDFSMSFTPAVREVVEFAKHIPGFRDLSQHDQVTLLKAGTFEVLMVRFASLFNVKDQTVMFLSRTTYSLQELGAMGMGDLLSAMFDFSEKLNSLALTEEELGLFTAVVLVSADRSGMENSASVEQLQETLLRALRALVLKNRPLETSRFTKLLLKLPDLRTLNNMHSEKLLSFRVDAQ
An asterisk follows results filed as active. Only part of the results is shown. The share of hits here may be higher or lower than overall.

1) Cc1cc(C)c(C)c(S(=O)(=O)N2CCC(C(=O)Nc3ccc(S(=O)(=O)N4CCOCC4)cc3)CC2)c1C
2) CCCCOc1ccc(/C=N/NC(=S)Nc2cc(C)ccc2C)cc1
3) CC(=O)c1cccc(NC(=O)C(C)OC(=O)Cc2n[nH]c(=O)c3ccccc23)c1 (stereo unspecified)
4) O=C(CCCN1C(=O)/C(=C/c2cccs2)SC1=S)Nc1ccccc1O
5) C[C@@H]1CN([C@H](C)CO)C(=O)c2cccc(NS(=O)(=O)c3ccccc3)c2O[C@H]1CN(C)C
6) COc1ccc(Br)cc1/C=N/NC(=O)c1ccc(OC)c(OC)c1
7) Cc1ccc(C)c(S(=O)(=O)Nc2ccc(O)c3ccccc23)c1
8) CCCC(=O)NC(NC(=S)Nc1c(C)n(C)n(-c2ccccc2)c1=O)C(Cl)(Cl)Cl (stereo unspecified)
Screen / compound no.	1	2	3	4	5	6	7	8
TDP2 inh	-6	-1	4	-3	12	-2	42*	7
SIAE primary	-49	3	-5	-5	9	-9	11	2
LEDGF integ inh	-3	-2	1	-3	-5	3	8	0
PG9 binder	-2.6	-1.5	-0.2	-0.8	-0.7	0.7	-2.8	-0.2
ABHD4 inh	-22	-3	5	1	7	-19	22	1
PRMT1 FP inh	2	-3	1	0	0	-1	6	-1
TCR-CD3 inh	7	-3	-1	-7	3	-7	3	-5
rCAG binder	11	1	2	8	2	3	26	-1
HTRA1 inhibitor	-52	-5	-1	-12	3	-16	11	2
Rev-erbA mod	-5	3	-1	-5	-3	3	2	-2

9) O=c1oc2ccccc2c(N2CCC(c3ccccc3)CC2)c1[N+](=O)[O-]
10) CN1CCCCC1CCN1c2ccccc2Sc2ccc(S(C)=O)cc21 (stereo unspecified)
11) O=C(Nc1cccc(-n2cnnn2)c1)c1ccc(C(F)(F)F)cc1
12) CC1Cc2ccccc2N1C(=O)c1cnc2sccn2c1=O (stereo unspecified)
13) CN(C[C@H](Cc1ccccc1)N(C[C@H](Cc1ccccc1)N(CC1(c2ccccc2)CC1)N=O)N=O)N=O
14) Cc1ccc(S(=O)(=O)N(C)C)cc1NC(=O)COC(=O)CCC1CCCC1
15) Fc1ccccc1-c1nnc2c3ccccc3nc(N3CCOCC3)n12
16) CC(C(=O)NCc1ccc(F)cc1)c1ccc([N+](=O)[O-])cc1 (stereo unspecified)
Screen / compound no.	9	10	11	12	13	14	15	16
TDP2 inh	-14	6	4	-6	1	9	4	-11
SIAE primary	0	6	-5	-1	-6	5	5	5
LEDGF integ inh	5	-4	3	2	0	1	-1	3
PG9 binder	0.3	-1.7	-1.8	-1.1	-0.5	-0.5	0.4	0.1
ABHD4 inh	0	3	-6	12	-2	1	-3	1
PRMT1 FP inh	-2	-3	-4	3	-1	-2	-2	0
TCR-CD3 inh	-2	5	-1	-7	-4	5	3	1
rCAG binder	-1	-3	4	0	3	-5	-10	-2
HTRA1 inhibitor	3	4	-12	2	-4	-3	-7	-1
Rev-erbA mod	-3	-8	-7	-4	4	0	-2	-4

17) CCSc1nnc(NC(=O)CSc2ncccn2)s1
18) O=C(CSCc1ccc(Br)cc1)NCc1ccccn1
19) COc1ccc(OCc2cccc(C(=O)O)c2)cc1
20) C[C@H](NC(=O)c1ccccc1)C(=O)Nc1nc(-c2ccccn2)cs1
21) CCOc1ccccc1N(CC(=O)Nc1ccccc1C(=O)OC)S(C)(=O)=O
22) O=C(CN1C(=O)/C(=C/c2ccc(Cl)cc2)SC1=S)NC1C=CS(=O)(=O)C1 (stereo unspecified)
23) COc1ccc(C2CC(=O)C=C(NNS(=O)(=O)c3ccc(C)cc3)C2)cc1 (stereo unspecified)
24) CN(C)C(=O)CNc1n[nH]c(=S)[nH]c1=O
Screen / compound no.	17	18	19	20	21	22	23	24
TDP2 inh	12	3	9	4	-9	-23	1	4
SIAE primary	-4	-2	-6	4	-5	-1	5	1
LEDGF integ inh	2	-5	-1	-1	-2	0	-1	0
PG9 binder	0.4	-0.3	2.4	-0.9	0.8	-2.0	-1.6	0.3
ABHD4 inh	5	2	-1	-8	4	-11	8	0
PRMT1 FP inh	6	4	2	2	1	-4	4	3
TCR-CD3 inh	-3	1	-4	0	4	-9	-14	-5
rCAG binder	1	-4	3	1	0	5	21	-4
HTRA1 inhibitor	2	-2	-3	8	0	3	-2	7
Rev-erbA mod	2	-2	4	-3	4	-6	1	9

Arranged by heavy-atom count (low to high): part of the list above
24) CN(C)C(=O)CNc1n[nH]c(=S)[nH]c1=O
17) CCSc1nnc(NC(=O)CSc2ncccn2)s1
18) O=C(CSCc1ccc(Br)cc1)NCc1ccccn1
16) CC(C(=O)NCc1ccc(F)cc1)c1ccc([N+](=O)[O-])cc1 (stereo unspecified)
20) C[C@H](NC(=O)c1ccccc1)C(=O)Nc1nc(-c2ccccn2)cs1
22) O=C(CN1C(=O)/C(=C/c2ccc(Cl)cc2)SC1=S)NC1C=CS(=O)(=O)C1 (stereo unspecified)
14) Cc1ccc(S(=O)(=O)N(C)C)cc1NC(=O)COC(=O)CCC1CCCC1
21) CCOc1ccccc1N(CC(=O)Nc1ccccc1C(=O)OC)S(C)(=O)=O
Screen / compound no.	24	17	18	16	20	22	14	21
TDP2 inh	4	12	3	-11	4	-23	9	-9
SIAE primary	1	-4	-2	5	4	-1	5	-5
LEDGF integ inh	0	2	-5	3	-1	0	1	-2
PG9 binder	0.3	0.4	-0.3	0.1	-0.9	-2.0	-0.5	0.8
ABHD4 inh	0	5	2	1	-8	-11	1	4
PRMT1 FP inh	3	6	4	0	2	-4	-2	1
TCR-CD3 inh	-5	-3	1	1	0	-9	5	4
rCAG binder	-4	1	-4	-2	1	5	-5	0
HTRA1 inhibitor	7	2	-2	-1	8	3	-3	0
Rev-erbA mod	9	2	-2	-4	-3	-6	0	4

Later entries
25) O=C(Nc1ccc(N2CCN(C(=O)c3ccccc3)CC2)c(Cl)c1)c1ccco1
26) CC(=O)Nc1ccc(OCC(=O)NCCc2ccc(Cl)cc2)cc1
27) COc1ccc(Cl)cc1C(=O)CSc1nnnn1C1CCCC1
28) CSc1nc2c(c(=O)n1Cc1ccccc1)SC(C)C2 (stereo unspecified)
29) CCC(C)c1ccc(NC(=S)N2CCN(S(C)(=O)=O)CC2)cc1 (stereo unspecified)
30) CCN=C(NS(=O)(=O)c1ccc(Br)cc1)c1ccc(Cl)cc1
31) Cc1cnc(C(=O)OCC(=O)Nc2cccc(S(=O)(=O)N3CCOCC3)c2)cn1
32) C#CC[N+](C)(C)CCN1C(=O)C2C(c3ccccc3)C=CC(c3ccccc3)C2C1=O (stereo unspecified)
Screen / compound no.	25	26	27	28	29	30	31	32
TDP2 inh	-7	2	-15	-9	-1	4	3	1
SIAE primary	-6	-5	8	8	-1	-1	6	4
LEDGF integ inh	0	-1	5	0	2	-3	-1	2
PG9 binder	-0.7	-1.3	-2.9	-0.3	-2.5	1.7	-1.9	-0.1
ABHD4 inh	-5	0	-5	-2	0	-7	-2	8
PRMT1 FP inh	4	-1	4	3	-3	0	-1	-1
TCR-CD3 inh	-4	1	-9	-5	2	6	11	7
rCAG binder	5	1	7	-5	1	-6	4	-1
HTRA1 inhibitor	-8	-3	-18	-12	1	-1	1	11
Rev-erbA mod	6	2	-1	8	10	2	0	-5

33) COc1ccc(/C=C2/SC(=O)N(CCNC(=O)C3CC(=O)N(Cc4ccccc4)C3)C2=O)cc1 (stereo unspecified)
34) Cc1onc(-c2ccccc2)c1NC(=O)OC(C)c1cccnc1 (stereo unspecified)
35) CC(=O)c1cc2c(cc1N(C(=O)c1ccco1)C(C(=O)NC1CCCC1)c1ccccc1F)OCO2 (stereo unspecified)
36) CCOc1ccc(N2CC(C(=O)NCCc3ccc(F)cc3)CC2=O)cc1 (stereo unspecified)
37) Cc1cc(/C=C2\NC(=O)N(Cc3ccc(Cl)cc3)C2=O)c(C)n1C
38) CCOc1ccc(NC(=O)C2CCN(S(=O)(=O)c3ccc4c(c3)C(C)(C)C(=O)N4C)CC2)cc1
39) O=c1c2cn[nH]c2[nH]c(=S)n1-c1cccc(Cl)c1
40) CC(C)CC(=O)n1sc(NC(=O)c2ccccc2)nc1=O
Screen / compound no.	33	34	35	36	37	38	39	40
TDP2 inh	2	4	-2	-3	5	6	3	-1
SIAE primary	1	-7	15	3	10	4	3	-10
LEDGF integ inh	3	1	2	1	1	-3	4	1
PG9 binder	-0.3	-2.7	-0.8	-2.0	-3.5	-0.3	-2.1	0.9
ABHD4 inh	-9	-2	2	1	9	6	6	4
PRMT1 FP inh	-5	-1	0	-1	0	4	7	3
TCR-CD3 inh	8	1	-11	-1	2	-5	4	-2
rCAG binder	5	1	3	-6	13	2	0	11
HTRA1 inhibitor	-5	0	6	1	13	4	1	-3
Rev-erbA mod	-5	2	6	-2	3	4	2	2

41) COc1ccc(N(CC(=O)Nc2cccc(N(C)S(C)(=O)=O)c2)S(C)(=O)=O)cc1OC
42) COc1cc2cc(CN(CCCN3CCOCC3)C(=O)Nc3ccc(F)cc3)c(=O)[nH]c2cc1OC
43) Cn1c(=O)c2[nH]c(Cc3cccc4ccccc34)nc2n(C)c1=O
44) O=C(COC(=O)c1ccccc1)Nc1ccccc1Sc1ccccc1
45) CCn1cc(/C=C(\NC(=O)c2ccc(OC)cc2)C(=O)N2CCOCC2)c2ccccc21
46) CCCOC(=O)C1=C(C)N(C)C(=O)NC1c1cc2c(cc1Br)OCO2 (stereo unspecified)
47) CCCCC1=CC2=C(c3ccco3)C(=O)C(C)(OC(=O)c3ccc(OC)cc3)C(=O)C2=CN1C1CC1 (stereo unspecified)
48) ClC1(CNc2ccccc2)CCN(Cc2ccccc2)CC1
Screen / compound no.	41	42	43	44	45	46	47	48
TDP2 inh	-4	0	11	-2	12	1	6	4
SIAE primary	-1	-3	2	0	0	0	0	3
LEDGF integ inh	-1	1	2	3	2	1	1	-2
PG9 binder	-1.9	2.1	-0.6	0.0	-1.6	-1.4	12*	-0.5
ABHD4 inh	-2	5	5	-9	2	0	11	-7
PRMT1 FP inh	0	-1	-1	0	2	2	11	6
TCR-CD3 inh	8	-2	-1	5	-7	-1	10	-6
rCAG binder	-1	-8	2	-6	-2	-4	-4	-2
HTRA1 inhibitor	-1	-8	1	-39	-4	3	8	4
Rev-erbA mod	-3	-4	2	8	-1	8	0	-6

49) O=C(Nc1nccs1)C1CC(=O)N(CCc2ccc(F)cc2)C1 (stereo unspecified)
50) O=C(CNC(=O)c1cccs1)NCC(=O)OCc1c(Cl)cccc1Cl
51) CC12CCC(C(=O)Nc3ccccc3-n3cccc3)(CC1=O)C2(C)C (stereo unspecified)
52) Cc1cc(NC(=O)c2ccc(F)cc2)ccc1NC(=O)c1ccco1
Screen / compound no.	49	50	51	52
TDP2 inh	-9	3	6	-8
SIAE primary	-7	3	10	-2
LEDGF integ inh	2	1	-1	0
PG9 binder	-0.1	-1.1	0.6	0.3
ABHD4 inh	1	3	1	-6
PRMT1 FP inh	1	0	-5	-3
TCR-CD3 inh	-2	2	11	1
rCAG binder	3	-3	-10	-2
HTRA1 inhibitor	9	-2	-1	-4
Rev-erbA mod	6	-1	4	-3
